Bioassay records from PubChem.
TEAD-YAP block: TEAD-YAP interaction inhibition; inhibition, % at 9.12 µM; AID 1259422; hit rate 1.4% among 640,000; HEK-TIYL cells, TEAD-Gal4/YAP UAS-luciferase luminescence; in the data active = inhibition above about 32%;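 note: 0% = median of test compound wells and 100% = reference inhibitor wells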
GPR151 activ: activators of human GPR151; PathHunter beta-arrestin GPR151 cells, luminescence; hit rate 1% among 650,000; activation, % at 11.2 µM; in the data active = activation above about 4.9%;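 note: 0% = median of compound wells and 100% = cells with positive control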
Target sequence (Q8TDV0 whole entry, looked up): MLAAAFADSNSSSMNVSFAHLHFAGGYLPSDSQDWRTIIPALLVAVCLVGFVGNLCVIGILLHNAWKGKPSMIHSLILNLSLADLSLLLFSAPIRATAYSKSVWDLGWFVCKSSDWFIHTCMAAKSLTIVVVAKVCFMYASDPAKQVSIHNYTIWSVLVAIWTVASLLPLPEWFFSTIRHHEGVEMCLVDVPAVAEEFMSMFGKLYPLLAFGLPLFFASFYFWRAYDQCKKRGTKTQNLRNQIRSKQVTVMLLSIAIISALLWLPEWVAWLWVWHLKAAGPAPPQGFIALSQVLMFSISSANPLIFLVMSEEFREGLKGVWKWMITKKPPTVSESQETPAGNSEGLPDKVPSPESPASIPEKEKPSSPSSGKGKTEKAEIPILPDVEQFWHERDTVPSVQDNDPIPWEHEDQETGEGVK
FBW7 act: human FBW7 E3 ligase activation, primary screen; normalized activity (activation), % at 26.1 µM; AID 1259310; hit rate 0.13% among 650,000; AlphaScreen FBW7–phospho-cyclin E peptide binding, activator screen; Q969H0; in the data active = normalized activity above about 1.9%;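 note: purified mutant Fbw7 with reduced substrate affinity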
MITF primary: human MITF inhibition, primary screen | inhibition, % at 2.6 µM | AlphaScreen MITF homodimerization, bead proximity signal | hit rate 0.91% among 650,000 | O75030; in the data active = inhibition above about 50%;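 note: 0% = vehicle wells with protein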
Target sequence (O75030 whole entry, looked up): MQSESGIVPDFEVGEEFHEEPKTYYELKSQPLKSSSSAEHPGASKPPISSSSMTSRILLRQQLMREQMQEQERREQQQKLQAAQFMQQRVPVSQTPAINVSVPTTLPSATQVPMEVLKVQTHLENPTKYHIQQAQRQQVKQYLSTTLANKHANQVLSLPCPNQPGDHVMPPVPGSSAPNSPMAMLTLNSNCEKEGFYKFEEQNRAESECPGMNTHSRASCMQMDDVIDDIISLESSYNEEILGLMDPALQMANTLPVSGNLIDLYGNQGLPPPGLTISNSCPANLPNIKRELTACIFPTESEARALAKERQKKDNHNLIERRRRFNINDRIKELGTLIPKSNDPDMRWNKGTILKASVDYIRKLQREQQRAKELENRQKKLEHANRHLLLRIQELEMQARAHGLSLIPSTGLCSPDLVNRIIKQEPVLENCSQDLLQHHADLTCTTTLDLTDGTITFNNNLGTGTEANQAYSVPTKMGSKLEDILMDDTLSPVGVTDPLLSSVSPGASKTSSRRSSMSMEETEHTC
* hit, by the source's call. Rows were taken by chance, and some 3.5% of all compounds hit somewhere here.

`O=C(Nc1ccc(Cl)c(-c2nc3ccccc3[nH]2)c1)c1cccc(Cl)c1Cl` gave TEAD-YAP block 5, GPR151 activ -0.6, FBW7 act 0.5 and MITF primary 16.
For CC(C)(C)c1ccc(NS(=O)(=O)c2ccc3c(c2)CC(=O)N3)cc1 the results were TEAD-YAP block 8, GPR151 activ 1.7, FBW7 act -0.1 and MITF primary 5.
For CCOc1cc2c(cc1OCC)C(c1ccc(OC)c(C)c1)NCC2 (stereo not given) the results were TEAD-YAP block 14, GPR151 activ 1.0, FBW7 act -0.1 and MITF primary 7.
For O=C(CCCC(=O)OCC(=O)c1ccc(Cl)cc1)NC1CCCCC1 the results were TEAD-YAP block 0, GPR151 activ -1.4, FBW7 act 0.2 and MITF primary 20.
Screening CC1=C(C(=O)OCc2ccccc2)C(c2ccccc2OC(C)C)C2=C(CCCC2=O)N1 (stereo not given) returned TEAD-YAP block -5, GPR151 activ -0.2, FBW7 act -0.2 and MITF primary 16.
COc1cccc(CNC(=O)CCC2CCCN(Cc3cnc(C)s3)C2)c1 (stereo not given) was read as TEAD-YAP block 10, GPR151 activ 1.4, FBW7 act -0.1 and MITF primary 1.
Screening O=C1C2C3C=CC(C4CC34)C2C(=O)N1c1cc(C(F)(F)F)ccc1Cl (stereo not given) returned TEAD-YAP block 5, GPR151 activ -1.9, FBW7 act 0.9 and MITF primary 13.
`O=C(Nc1c2c(nn1-c1ccccc1)CSC2)c1ccccc1` gave TEAD-YAP block 12, GPR151 activ -0.4, FBW7 act 0.0 and MITF primary 13.
For CC(C)C1S/C(=N\N=C\c2ccco2)NC1=O (stereo not given) the results were TEAD-YAP block -1, GPR151 activ -0.7, FBW7 act -0.1 and MITF primary 21.
For COc1ccc(-c2ncc(C(=O)NCc3cccc(C(F)(F)F)c3)s2)cc1 the results were TEAD-YAP block -2, GPR151 activ -2.6, FBW7 act 0.1 and MITF primary 0.
Cc1cccnc1C(c1ccc(F)cc1)N(C)C(=O)C1CCN(C(=O)OC(C)C)CC1 (stereo not given) was read as TEAD-YAP block -4, GPR151 activ -0.2, FBW7 act -0.4 and MITF primary -11.
`COc1ccc(-c2cccc(C(=O)NCc3cccc(C(F)(F)F)c3)c2)cn1` gave TEAD-YAP block -2, GPR151 activ -0.2, FBW7 act 0.1 and MITF primary -5.
Screening O=C(Nc1ccc(Cl)c(Cl)c1)c1ccc(F)c(S(=O)(=O)N2CCN(C3CCCCC3)CC2)c1 returned TEAD-YAP block 4, GPR151 activ -0.6, FBW7 act 0.1 and MITF primary -6.
C#CCC(CC#CCN1CCOCC1)(C(=O)OCC)C(=O)OCC was read as TEAD-YAP block 1, GPR151 activ 0.3, FBW7 act 0.0 and MITF primary -3.
`COc1cccc(NC(=O)COC(=O)c2cc(=O)c3ccccc3o2)c1` gave TEAD-YAP block 8, GPR151 activ 0.3, FBW7 act 0.3 and MITF primary 9.
For CC(=O)c1ccc(NC(=O)c2ccccc2Br)cc1 the results were TEAD-YAP block -68, GPR151 activ -1.1, FBW7 act -0.1 and MITF primary -1.
Screening CC(C(=O)Nc1ncn[nH]1)c1ccc([N+](=O)[O-])cc1 (stereo not given) returned TEAD-YAP block 12, GPR151 activ -0.9, FBW7 act -0.5 and MITF primary 8.
`O=C(C(Cc1ccccc1)N1C(=O)C2CCCCC2C1=O)N1CCN(Cc2ccc3c(c2)OCO3)CC1` (stereo not given) gave TEAD-YAP block -2, GPR151 activ 0.3, FBW7 act -0.2 and MITF primary -10.
`COc1ccc(-n2cnc3nc4c(c(-c5ccccc5)c32)CCCC4)cc1` gave TEAD-YAP block 7, GPR151 activ -0.7, FBW7 act -0.1 and MITF primary -2.
`CON1C(=O)C(=O)N(OC)C(C)(C)C1C` (stereo not given) gave TEAD-YAP block 4, GPR151 activ 1.5, FBW7 act 0.9 and MITF primary 0.
`O=C1OC(c2cccc([N+](=O)[O-])c2)=N/C1=C\c1ccc(OCc2ccccc2)cc1` gave TEAD-YAP block 14, GPR151 activ -0.2, FBW7 act 0.1 and MITF primary 64*.
`Cc1onc(-c2ccccc2)c1C1=N/C(=C\c2ccc(Cl)cc2)C(=O)O1` gave TEAD-YAP block 8, GPR151 activ 0.9, FBW7 act 0.0 and MITF primary 15.
Screening NC(=O)c1ccccc1NC(=O)c1ccccc1I returned TEAD-YAP block 0, GPR151 activ -1.4, FBW7 act 0.2 and MITF primary 11.
`CC(C)n1nnnc1SCC(=O)c1ccc2c(c1)OCCO2` gave TEAD-YAP block -53, GPR151 activ -0.1, FBW7 act 0.1 and MITF primary 11.
For N#CC1=C(O)c2ccccc2C1=O the results were TEAD-YAP block -7, GPR151 activ 0.0, FBW7 act 0.1 and MITF primary 2.
`Cc1cc2nc(C3CCCCN3C(=O)c3cscn3)[nH]c2cc1C` (stereo not given) gave TEAD-YAP block -15, GPR151 activ 0.0, FBW7 act 0.0 and MITF primary 0.
Screening OCCC1CN(Cc2ccc(-n3cccn3)cc2)CCN1Cc1cccs1 (stereo not given) returned TEAD-YAP block -8, GPR151 activ 0.6, FBW7 act -0.1 and MITF primary 6.
CCCNC(=O)Cn1cnc2sc(C(=O)Nc3nc4ccc(OC)cc4s3)c(C)c2c1=O was read as TEAD-YAP block 7, GPR151 activ 0.4, FBW7 act 0.1 and MITF primary 2.
For CN1C(=O)/C(=N\OC(=O)c2ccccc2Cl)c2ccccc21 the results were TEAD-YAP block 1, GPR151 activ 0.3, FBW7 act 0.1 and MITF primary 8.
For Cc1cc(Oc2ccc(F)c(F)c2)c(F)cc1[N+](=O)[O-] the results were TEAD-YAP block 7, GPR151 activ -1.0, FBW7 act 0.0 and MITF primary 10.

A run of entries taken from the entries so far, for reference:
`O=C(Nc1ccc(Cl)c(-c2nc3ccccc3[nH]2)c1)c1cccc(Cl)c1Cl` gave TEAD-YAP block 5, GPR151 activ -0.6, FBW7 act 0.5 and MITF primary 16.
For CC(C)(C)c1ccc(NS(=O)(=O)c2ccc3c(c2)CC(=O)N3)cc1 the results were TEAD-YAP block 8, GPR151 activ 1.7, FBW7 act -0.1 and MITF primary 5.
For CCOc1cc2c(cc1OCC)C(c1ccc(OC)c(C)c1)NCC2 (stereo not given) the results were TEAD-YAP block 14, GPR151 activ 1.0, FBW7 act -0.1 and MITF primary 7.
For O=C(CCCC(=O)OCC(=O)c1ccc(Cl)cc1)NC1CCCCC1 the results were TEAD-YAP block 0, GPR151 activ -1.4, FBW7 act 0.2 and MITF primary 20.
Screening CC1=C(C(=O)OCc2ccccc2)C(c2ccccc2OC(C)C)C2=C(CCCC2=O)N1 (stereo not given) returned TEAD-YAP block -5, GPR151 activ -0.2, FBW7 act -0.2 and MITF primary 16.
COc1cccc(CNC(=O)CCC2CCCN(Cc3cnc(C)s3)C2)c1 (stereo not given) was read as TEAD-YAP block 10, GPR151 activ 1.4, FBW7 act -0.1 and MITF primary 1.
Screening O=C1C2C3C=CC(C4CC34)C2C(=O)N1c1cc(C(F)(F)F)ccc1Cl (stereo not given) returned TEAD-YAP block 5, GPR151 activ -1.9, FBW7 act 0.9 and MITF primary 13.

Later entries
COc1ccc(NC(=O)c2oc3ccccc3c2NC(=O)c2cccs2)c(OC)c1 was read as TEAD-YAP block -4, GPR151 activ 0.1, FBW7 act 0.3 and MITF primary -3.
`O=C(NCc1ccc(F)cc1)N1CCN(c2nc3ccc(F)cc3s2)CC1` gave TEAD-YAP block 10, GPR151 activ 1.9, FBW7 act 0.7 and MITF primary 8.
Screening O=C(Nc1cccc(-c2cc3ccccc3oc2=O)c1)c1cc(Br)ccc1Cl returned TEAD-YAP block 9, GPR151 activ 0.3, FBW7 act 0.0 and MITF primary 1.
CCN(CC)C(=O)CSc1nc2c(sc(=S)n2-c2ccc(C)cc2C)c(=O)n1-c1ccc(F)cc1 was read as TEAD-YAP block -1, GPR151 activ 2.2, FBW7 act -0.1 and MITF primary -8.
Nc1nnc(SC/C=C/c2ccc([N+](=O)[O-])cc2)s1 was read as TEAD-YAP block 2, GPR151 activ 0.5, FBW7 act 0.0 and MITF primary 0.
For O=S(=O)(c1ccccc1)N1CCSC1c1ccccc1Cl (stereo not given) the results were TEAD-YAP block 6, GPR151 activ -0.4, FBW7 act -0.1 and MITF primary -6.
`NC(=O)c1ccc(NC(=O)CSc2nnc(-c3ccco3)n2N)cc1` gave TEAD-YAP block 4, GPR151 activ 1.7, FBW7 act -0.1 and MITF primary 0.
Screening COc1ccc(CCn2c(-c3ccc(Br)cc3)csc2=Nc2ccccc2)cc1 returned TEAD-YAP block 1, GPR151 activ 0.8, FBW7 act -0.3 and MITF primary 7.
OC1(C(F)(F)F)CC(/C=C/c2cccs2)=NO1 (stereo not given) was read as TEAD-YAP block -11, GPR151 activ -1.1, FBW7 act 0.2 and MITF primary 9.
Screening N#Cc1ccc(NC(=O)c2nn3c(C(F)(F)F)cc(-c4ccccc4)nc3c2Br)cc1 returned TEAD-YAP block 3, GPR151 activ 0.4, FBW7 act 0.1 and MITF primary 10.
Screening Cc1cccc(C)c1NC(=O)C1(N(Cc2ccco2)C(=O)Cn2nnnc2N)CCCCC1 returned TEAD-YAP block -8, GPR151 activ 2.0, FBW7 act 0.4 and MITF primary 16.
For CCN(CC)c1nc(NCCO)nc(NCc2cccnc2)n1 the results were TEAD-YAP block 2, GPR151 activ -2.7, FBW7 act 0.0 and MITF primary -1.
Screening COC(=O)c1ccc(Nc2ncnc3c2cnn3-c2ccc(OC)cc2)cc1 returned TEAD-YAP block 1, GPR151 activ 1.3, FBW7 act 0.1 and MITF primary 6.
`CN(C)c1cccc(C(=O)Nc2nc3ccc(S(=O)(=O)NC(C)(C)C)cc3s2)c1` gave TEAD-YAP block 2, GPR151 activ 0.5, FBW7 act 0.4 and MITF primary 17.
CCn1c(C(=O)O)c(CNCCc2ccccc2)c2ccc(OC)cc21 was read as TEAD-YAP block 9, GPR151 activ 2.0, FBW7 act -0.1 and MITF primary -5.
For CON(C)c1nc(C)nc2sc3c(c12)CCC3 the results were TEAD-YAP block -8, GPR151 activ 0.2, FBW7 act -0.2 and MITF primary -12.
`CC(C)(O)C#Cc1ccc(C(=O)NC(CSCc2ccccc2)C(=O)O)s1` (stereo not given) gave TEAD-YAP block 1, GPR151 activ 0.6, FBW7 act 0.3 and MITF primary -7.
`CC(=O)c1c(C)[nH]c(C(=O)Nc2cc(S(=O)(=O)N(C)C)ccc2C)c1C` gave TEAD-YAP block -1, GPR151 activ 0.9, FBW7 act 0.1 and MITF primary 7.
O=C(Cc1noc2ccccc12)NCc1ccccc1 was read as TEAD-YAP block -22, GPR151 activ -4.5, FBW7 act -0.2 and MITF primary 0.
`CN(Cc1ccccc1)C(=O)/C=C/c1ccccc1Cl` gave TEAD-YAP block -21, GPR151 activ -1.4, FBW7 act 0.1 and MITF primary 0.
`CC(C)Oc1ccccc1/C=C(\C#N)S(=O)(=O)c1ccccc1` gave TEAD-YAP block 4, GPR151 activ -1.1, FBW7 act -0.1 and MITF primary -6.
For COC(=O)C1=C(C)N=c2s/c(=C/c3ccc(OC)c(OC)c3)c(=O)n2C1c1ccc(OC(C)=O)cc1 (stereo not given) the results were TEAD-YAP block -6, GPR151 activ -0.4, FBW7 act 0.0 and MITF primary -17.
`CCC(=O)Nc1ccc(S(=O)(=O)N2CCN(Cc3ccccc3)CC2)cc1` gave TEAD-YAP block -1, GPR151 activ -0.2, FBW7 act 0.1 and MITF primary -6.
CCOc1ccc(C(=O)Nc2nccs2)cc1[N+](=O)[O-] was read as TEAD-YAP block -34, GPR151 activ 0.5, FBW7 act -0.3 and MITF primary 1.
CCc1ccc(-n2c(=S)sc3c(=O)n(-c4ccccc4C)c(SCC(=O)N4CCC(C)CC4)nc32)cc1 was read as TEAD-YAP block -2, GPR151 activ -0.6, FBW7 act -0.1 and MITF primary -7.
Screening O=S(=O)(NCCOc1ccccc1F)c1ccc2ccccc2c1 returned TEAD-YAP block -1, GPR151 activ 1.4, FBW7 act -0.1 and MITF primary -7.
`Cc1cccc(C(NC(N)=O)c2ccccc2)c1` (stereo not given) gave TEAD-YAP block 2, GPR151 activ 1.5, FBW7 act 0.1 and MITF primary 16.
`CN(C)C(=O)c1ccc(NCCC(=O)c2cccs2)cc1` gave TEAD-YAP block -33, GPR151 activ -6.2, FBW7 act 0.2 and MITF primary 18.
`COc1ccc(NC2=C(Cl)C(=O)OC2OC(=O)c2ccccc2)cc1` (stereo not given) gave TEAD-YAP block -7, GPR151 activ -0.5, FBW7 act 0.0 and MITF primary 5.
Screening OC(CNCCCn1ccnc1)COc1c(Cl)cccc1Cl (stereo not given) returned TEAD-YAP block 2, GPR151 activ 0.4, FBW7 act 0.5 and MITF primary 9.
`COc1cccc(CN(C)C2CCN(C)CC2)c1OC` gave TEAD-YAP block 3, GPR151 activ -1.0, FBW7 act 0.1 and MITF primary 48.
For CC1CCCCN1Cc1nc2c(c(=O)n(C)c(=O)n2C)n1Cc1cccc(Cl)c1 (stereo not given) the results were TEAD-YAP block -1, GPR151 activ 1.2, FBW7 act 0.0 and MITF primary 10.
`O=C1C2C3C=CC(C3)C2C(=O)N1/N=C/c1ccccc1O` (stereo not given) gave TEAD-YAP block -1, GPR151 activ 1.2, FBW7 act 0.1 and MITF primary 6.
`CCCNC(=O)Nc1ccc(F)c(Cl)c1` gave TEAD-YAP block 6, GPR151 activ -0.4, FBW7 act -0.1 and MITF primary 4.
